Source: PubChem BioAssay (National Center for Advancing Translational Sciences (NCATS))
D2 agonist: activates the human D2 dopamine receptor; HEK293 T-REx D2 cells, calcium flux agonist mode; activation, % at 2 µM; actives 0.53% (n = 340,000);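 active = activation over 3 SD above normal in the single-dose calcium agonist read, cut at about 30% in these data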; note: 0% is about no effect
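Tetracycline-induced HEK293 T-REx cells with force-coupled D2 receptor, plated overnight at 30 C, loaded with no-wash calcium dye. After a 10 s baseline, compound was pin-added and calcium flux read kinetically for 180 s; calcium rises flagged agonists.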
D1 agonist: agonists of human D1 dopamine receptor; actives 1% (n = 360,000); HEK293 T-REx D1 cells, calcium flux, agonist mode; P21728; activation, % at 2 µM; note: 0% is about no effect
Target sequence (P21728 whole entry, looked up): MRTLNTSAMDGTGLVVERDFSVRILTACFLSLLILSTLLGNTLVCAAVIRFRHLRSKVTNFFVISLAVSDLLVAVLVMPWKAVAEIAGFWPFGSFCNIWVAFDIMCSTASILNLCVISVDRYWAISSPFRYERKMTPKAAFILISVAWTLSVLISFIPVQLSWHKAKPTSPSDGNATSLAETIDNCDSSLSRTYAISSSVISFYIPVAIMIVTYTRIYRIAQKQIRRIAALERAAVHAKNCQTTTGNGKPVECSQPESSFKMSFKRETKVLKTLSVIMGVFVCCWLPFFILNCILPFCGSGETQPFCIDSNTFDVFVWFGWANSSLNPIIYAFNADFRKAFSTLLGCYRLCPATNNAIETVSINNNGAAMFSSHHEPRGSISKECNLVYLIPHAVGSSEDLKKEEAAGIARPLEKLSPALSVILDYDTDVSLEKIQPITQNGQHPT
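Inducible HEK293 T-REx D1 cells, force-coupled to calcium signalling, were plated at 4000 cells/well with tetracycline and held overnight at 30 C. After no-wash calcium dye loading, compound-evoked calcium rise over 180 s flagged agonists.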
TRHR PAM: TRH receptor (human) allosteric enhancement. TRHR cells, fluo-8 calcium fluorescence, EC20 TRH enhancement. actives 0.66% (n = 360,000). P34981. enhancement, % at 2 µM; in the data active = enhancement above about 30%; note: 0% is about no effect
Target sequence (P34981 whole entry, looked up): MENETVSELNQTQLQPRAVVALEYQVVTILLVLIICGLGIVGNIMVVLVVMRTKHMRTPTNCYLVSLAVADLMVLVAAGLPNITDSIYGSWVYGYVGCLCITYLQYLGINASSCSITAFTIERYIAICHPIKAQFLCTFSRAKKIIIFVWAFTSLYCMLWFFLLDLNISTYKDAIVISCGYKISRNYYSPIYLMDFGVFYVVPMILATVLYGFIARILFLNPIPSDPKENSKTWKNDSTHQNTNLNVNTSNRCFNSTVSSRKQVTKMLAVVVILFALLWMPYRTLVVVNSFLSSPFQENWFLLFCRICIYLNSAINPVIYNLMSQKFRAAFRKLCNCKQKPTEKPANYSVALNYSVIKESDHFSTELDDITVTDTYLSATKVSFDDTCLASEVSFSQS
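TRHR-expressing cells loaded with fluo-8 calcium dye were read kinetically (ex 480/em 530) during compound addition, then stimulated with an EC20 of TRH (10 nM final). Enhancement of the Gq-mediated intracellular calcium response was scored.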
D1 PAM: potentiators of human D1 dopamine receptor. HEK293 TREx D1 cells, calcium flux, dopamine EC20 potentiation. potentiation, % at 10 µM. actives 0.036% (n = 360,000). AID 504651; in the data active = potentiation above about 30%; note: 0% is about no effect
D2 antag: D2 dopamine receptor (human) antagonism. P14416. HEK293 TREx D2 cells, calcium flux, dopamine EC80. inhibition, % at 10 µM. actives 2% (n = 340,000). AID 485344; in the data active = inhibition above about 30%; note: 0% is about no effect
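Antagonism is scored as inhibition of an EC80 dopamine-evoked calcium signal in a force-coupled, tetracycline-inducible HEK293 T-REx D2 line, with compound present 180 s before agonist.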
TRHR ag: activates the human TRH receptor. P34981. TRHR cells, calcium flux fluo-8, FDSS agonist mode. activation, % at 2 µM. actives 0.18% (n = 360,000); note: 0% is about no effect
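Agonist-mode FDSS calcium read (Ex 480/Em 530, 1 s cycles) in 1536-well TRHR cells with fluo-8 dye, after 10-cycle baseline and 23 nL compound addition; TRH at EC20 (10 nM final) added afterwards for the enhancer phase.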
D1 antagonist: blocks dopamine activation of the human D1 receptor; HEK293 TREx D1 cells, calcium flux, dopamine EC80; stronger effect = lower value; activity change, negative = inhibition, % at 10 µM; actives 3.2% (n = 360,000); AID 504652; in the data active = activity change below about -30%; note: % is set by controls: 0 for no effect and ±100 for the full control effect
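Calcium flux readout: force-coupled, inducible Hek293 Trex D1 line, cells induced overnight at 30 C with tetracycline, dye-loaded 30–90 min at RT. Antagonism scored against EC80 dopamine challenge given 180 s after compound.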
D2 potentiator: positively modulates the human D2 dopamine receptor allosterically; HEK293 T-REx D2, calcium flux, EC20 dopamine potentiation; potentiation, % at 10 µM; actives 0.34% (n = 340,000); AID 485347;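 active = potentiation over 3 SD above the plate norm, cut at about 30% in these data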; note: 0% is about no effect
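Primary screen. Calcium kinetics in induced HEK293 T-REx D2 cells: compound pre-addition 180 s, EC20 dopamine, 180 s more.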
RXFP1 antagonist: blocks the human relaxin receptor RXFP1; activity change, negative = inhibition, % at 57.5 µM; AID 1259400; Q9HBX9; actives 0.59% (n = 350,000); HEK293-RXFP1, relaxin-stimulated cAMP HTRF, 30 min; stronger effect = lower value;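 active = activity change of -60% or lower, but not beyond a set lower limit; inconclusive = change between -60% and -40%, or beyond the set limit; inactive = change above -40%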; note: % is set by controls: 0 for no effect and ±100 for the full control effect
Active calls of the source: *; ? = inconclusive; / = not tested or not shown; & = joins results of further samples. Cut-off read from the data, not from the text of the source, unless noted: active = activation above about 30%; inactive = the rest.

SMILES,D2 agonist,D1 agonist,TRHR PAM,D1 PAM,D2 antag,TRHR ag,D1 antagonist,D2 potentiator,RXFP1 antagonist
COC(c1ccc(Cl)cc1)(c1ccc(Cl)cc1)C(Oc1nc(C)cc(C)n1)C(=O)O (stereo not drawn),0.4,7,-7,1,20,-0.2,-4,-5,2
Cc1ccccc1Cn1nc(C)c(NC(=O)c2nc3n(n2)C(C(F)F)CC(C)N3)c1C (stereo not drawn),/,0,-3,-4,/,-0.5,6,/,1
CN(Cc1ccc(Cl)cc1)C(=O)COC(=O)c1ccc(-c2ccc(O)cc2)cc1,-0.4,3,3,8,-4,0.1,-15,4,-27
Cc1ccc(N2C(=O)[C@@H]3C(c4cccnc4)=NO[C@@H]3C2=O)cc1,-0.6,3,5,-4,6,-0.6,-8,6,-5
CC(C)Oc1cccc(C(=O)Nc2ccc(NC(=O)c3ccco3)cc2)c1,-0.6,5,1,1,-7,-0.2,5,10,10
COc1cc(C(=O)NC(CCSC)C(=O)OCC(=O)C(C)(C)C)cc(OC)c1OC (stereo not drawn),1.6,4,-5,-1,-2,-0.6,-4,0,4
Cc1ccc2nc(Nc3ccccc3)c(C=O)c(=O)n2c1,0.5,4,3,10,-1,-0.4,-7,37*,-5
Cc1ccc(O)c(NC(=O)C2CC(c3c(F)cccc3Cl)=NO2)c1 (stereo not drawn),-0.8,4,0,-1,7,0.2,5,-5,-4
OC1=C(O)c2nc3cc(C(F)(F)F)ccc3nc21,0.8,3,-1,-2,8,-0.6,1,-7,-14
CC(C)CNC(=O)c1ccccc1NC(=O)CN(c1ccccc1)S(=O)(=O)N(C)C,0.1,0,6,5,6,-1.3,0,10,-3
CC(C)(O)C#Cc1ccc(C(=O)NCc2ccccc2F)cc1,1.0,1,12,2,-1,0.0,6,-9,23
Cc1oc(-c2ccc(C(=O)NCCCOC(C)C)cc2)nc1CS(=O)(=O)c1ccccc1,0.5,1,-6,0,/,0.2,-2,-4,-8
Cn1ccc(C(=O)N2CCCc3ccccc32)n1,0.7,2,9,0,9,0.7,-1,0,10
O=C(CC1Nc2ccccc2NC1=O)NCCc1ccccc1 (stereo not drawn),1.5,0,-2,1,-21,-1.0,5,13,-1
O=C(CCC(=O)N1CCN(C(=O)c2ccco2)CC1)c1ccc(F)cc1,-0.1,1,5,-11,-5,-0.4,-4,11,-2
Cc1cc(=O)oc2cc(OCc3ccc(C(=O)N4CCN(c5ccc([N+](=O)[O-])cc5)CC4)cc3)ccc12,1.3,3,-1,-4,-10,-0.4,-16,8,3
C/C(CC(=O)Nc1ccc2c(c1)OCO2)=N\NC(=O)c1ccc(N)cc1,0.0,-1,-3,-2,-4,-0.1,11,13,-13
COc1ccc(-c2onc(C)c2C)cc1S(=O)(=O)NCC(C)c1ccccc1 (stereo not drawn),0.3,3,2,-3,/,0.4,-3,2,-6
O=C(NCCCN1CCCC1=O)c1cccc(Oc2ccccc2)c1,-1.0,2,8,-4,17,0.2,15,8,-1
COc1ccc(Cc2nnc(NCCO)[nH]c2=O)cc1,0.1,2,10,-3,-4,1.3,3,17,3
CC(C)NC(=O)CSc1nnc(-c2ccco2)n1N,0.9,-2,-8,-7,17,0.4,-67*,1,8
O=C(NCc1ccc(Cl)cc1)c1cnc(N2CCOCC2)c2ccccc12,/,1,4,-6,/,0.4,-6,-4,-38
Nc1nc(NCCCN2CCOCC2)nc(Nc2cccc(Cl)c2)c1[N+](=O)[O-],5.8,9,24,1,-11,-0.3,27,13,-8
CCCCCC(=O)Nc1ccc2ccccc2c1,0.0,4,5,-5,-1,-0.1,-12,-5,-4
CCCCOc1ccc(NC(=O)C2OC3OC(C)(C)OC3C3OC(C)(C)OC23)cc1 (stereo not drawn),0.3,2,0,-3,27,-0.1,6,-3,-6
CCCCOC(=O)c1ccc(NC(=O)C(=O)NCc2cccnc2)cc1,-0.6,1,4,-2,-5,0.8,5,-2,2
COc1ccc(C(=O)C(CN2CCCC2)c2ccccc2)cc1 (stereo not drawn),0.0,4,1,-9,1,1.7,-9,3,-1
CCCNS(=O)(=O)c1ccc(CCC(=O)Nc2cc(Cl)ccc2Oc2ccccc2)cc1,-0.1,1,-2,-9,4,0.5,-20,2,17
O=C(O)c1ccc(-c2nc(-c3ccccc3)c(-c3ccccc3)[nH]2)cc1,-0.8,5,-11,-2,4,0.4,3,-7,?
O=C(Cc1cccs1)N/N=C/C=C/c1ccco1,-0.3,1,0,-1,-1,0.4,-5,26,0
Cc1ccc(-c2cc(C(=O)Oc3ccccc3)c3cc(C)ccc3n2)cc1,0.7,-1,1,-1,/,0.1,-8,-1,0
Cc1cccc(OCC(=O)Nc2ccccc2C(=O)OCc2cc(=O)n3nc(C4CC4)sc3n2)c1,-0.6,-1,-2,-1,/,0.6,5,11,-7
COc1cccc(OC)c1C(=O)Nc1ccc(C(=O)NCc2ccccc2)cc1,/,7,0,-2,/,0.4,-1,-3,-8
Clc1ccc(-c2nc3n(n2)Cc2ccccc2-3)cc1,-0.3,8,3,-3,12,0.0,-6,-4,-3
S=C(N/N=C1\CCc2ccccc21)NC1CCCCC1,1.9,1,1,0,2,-0.6,10,4,2
CCOc1ccc(CCNS(=O)(=O)c2c(C)nc3scc(C)n3c2=O)cc1OCC,-1.9&0.5,-3&0,-1&1,7&3,5,-1.1&-0.3,-7&-15,-8&1,0&25
Cc1ccc(/C=C/C(=O)N2CCN(c3ncccn3)CC2)o1,0.7,2,0,-5,9,0.1,-43*,5,2
CN(C)Cc1c(C(=O)N/N=C/c2cccnc2)nnn1-c1nonc1N,-0.4,3,-1,0,-34,0.3,0,2,-10
O=C(CCC1CCCCC1)NCCS(=O)(=O)N1CCN(c2ccc(F)cc2)CC1,0.1,5,-3,-8,-7,-0.3,-19,-2,18
CCOc1cc(/C=N/NC(=O)c2ccc(N(C)S(=O)(=O)c3ccccc3)cc2)ccc1OC,1.2,1,-4,/,31*,0.8,-27,-4,2
COCCCNC(=O)CSc1nc2cc(S(=O)(=O)N3CCCCC3)ccc2o1,0.5,6,5,0,7,0.7,1,13,0
CC(C)=CC(=O)N1CCCC(N2CCN(c3ccc(F)cc3)CC2)C1 (stereo not drawn),1.4,0,22,0,-6,0.2,-8,1,9
Fc1ccccc1CN1CCC(Cc2ccccc2)CC1,-1.7,-3,14,-2,4,-1.4,-4,-2,-37
CCC(=O)Nc1cccc(NC(=S)NC(=O)c2ccccc2Cl)c1,0.2,4,0,-1,2,-0.3,-18,-1,-10
COc1cccc(/C=C2\N=C3CCCCCN3C2=O)c1,-1.0,0,3,7,1,-0.2,4,11,-6
Cc1cccnc1NC(=O)CCNC(=O)c1ccccc1Cl,0.2,2,12,-8,-9,-0.1,-7,19,4
O=C(CCCn1c(=O)c2ccccc2n(CC(=O)NCc2ccco2)c1=O)NCc1ccco1,0.3,2,2,-11,-5,-0.2,-19,-2,-1
O=C(COC(=O)c1cc2c(s1)CCCC2)NCc1ccccc1Cl,-0.3,8,0,1,-1,0.5,4,-2,-12
Cc1cccc(-n2c(=O)c(C#N)cc3c(=O)n4ccccc4nc32)c1,-0.4,0,1,-4,-17,0.0,-26,13,-6
CCc1cccc2sc(NC(=O)C3CC3)nc12,-0.2,2,42*,-10,4,0.2,4,5,-4

One compound at a time, as listed above. Order of values: D2 agonist | D1 agonist | TRHR PAM | D1 PAM | D2 antag | TRHR ag | D1 antagonist | D2 potentiator | RXFP1 antagonist
CCOc1cc(/C=N/NC(=O)c2ccc(N(C)S(=O)(=O)c3ccccc3)cc2)ccc1OC as listed: 1.2 | 1 | -4 | / | 31* | 0.8 | -27 | -4 | 2
O=C(O)c1ccc(-c2nc(-c3ccccc3)c(-c3ccccc3)[nH]2)cc1 as listed: -0.8 | 5 | -11 | -2 | 4 | 0.4 | 3 | -7 | ?
CCc1cccc2sc(NC(=O)C3CC3)nc12 as listed: -0.2 | 2 | 42* | -10 | 4 | 0.2 | 4 | 5 | -4
Cc1ccc(/C=C/C(=O)N2CCN(c3ncccn3)CC2)o1 as listed: 0.7 | 2 | 0 | -5 | 9 | 0.1 | -43* | 5 | 2
CC(C)=CC(=O)N1CCCC(N2CCN(c3ccc(F)cc3)CC2)C1 (stereo not drawn) as listed: 1.4 | 0 | 22 | 0 | -6 | 0.2 | -8 | 1 | 9

Later entries:
SMILES,D2 agonist,D1 agonist,TRHR PAM,D1 PAM,D2 antag,TRHR ag,D1 antagonist,D2 potentiator,RXFP1 antagonist
COc1ccc(/C=N/NC(=O)CCc2n[nH]c(=O)[nH]c2=O)cc1O,1.5,-1,-4,-8,-15,0.6,-10,-3,11
Cc1ccccc1NC(=O)CCN1CCCC1,-0.1,4,0,-1,7,0.9,6,-5,1
COc1ccc(NC(=O)Cn2cc(S(=O)(=O)Cc3ccc(F)cc3)c3ccccc32)cc1OC,1.0,0,1,1,/,0.1,-25,2,-14
CC1(C)Cc2ccccc2C(N/N=C/c2ccc([N+](=O)[O-])cc2)=N1,/,2,2,-1,/,-1.6,9,/,-8
Cc1cc(C)n(C(N)=NC(=O)c2ccc([N+](=O)[O-])cc2)n1,1.0,3,10,-4,-6,-0.3,5,-5,4
CN(C(=O)COC(=O)c1cc2ccccc2cc1O)C1CCCCC1,-0.1,0,7,-5,-10,-0.1,8,7,3
CCN(C(=O)CSc1nnc(-c2cccs2)n1N)c1c(N)n(Cc2ccccc2)c(=O)[nH]c1=O,-0.4,2,3,-4,-9,-0.5,9,3,-5
S=c1[nH]nc(COc2ccccc2)n1/N=C/c1ccccc1Br,-1.2,3,-6,-4,38*,-0.4,8,-2,-21
O=S(=O)(Nc1ccc(Cl)cn1)c1cccc(S(=O)(=O)c2ccccc2)c1,0.3,0,-4,2,-19,1.4,1,1,6
NS(=O)(=O)c1ccc(N2N=C(c3ccccc3)CC2c2ccc(F)cc2)cc1 (stereo not drawn),-0.9,4,4,-2,-2,-0.4,14,4,/
CCOC(=O)C1CCCN(C(=O)c2cc3cc(Br)ccc3oc2=O)C1 (stereo not drawn),-0.7,1,31*,2,13,-2.1,-26,-2,-3
Cc1nc(SCC(=O)Nc2ccccc2C)cc(-c2ccccc2)n1,/,-3,0,1,/,-1.2,-6,-20,-2
COc1ccccc1CC(=O)N1CCN(c2cccc(Cl)c2)CC1,0.2,6,3,2,-16,-0.6,-11,-15,-1
COCCn1c(CN(Cc2ccccc2)Cc2ccccc2)nc2c1c(=O)n(C)c(=O)n2C,0.8,1,-8,2,0,-0.4,-3,8,-1
O=C(NC1CCCCC1)c1cccc(Cn2cc(Cl)cn2)c1,-0.1,0,-5,-1,10,0.1,-5,-5,-7
